# AMA1 RON2 block: inhibitors of Plasmodium falciparum AMA1-RON2 interaction; AlphaScreen AMA1-biotinylated RON2 peptide binding; AID 720542; Potency, µM (highest dose often 58.2 µM), inactives show at the top dose activity change, negative = inhibition, actives largely listed as inhibitors; hit rate 0.2% among 360,000;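 also: potency is read from the fitted curve at half-maximal effect; 0% = vehicle wells and -100% = peptide control; nearly all actives have a fitted effect of over 45% in size; some results filed as inactive show a strong effect at the top dose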
#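 AMA1 (3D7) with his tag at 25 nM final met compounds first, then biotinylated RON2 peptide at 25 nM; detection used donor plus acceptor beads, 10 µg/mL apiece, read by AlphaScreen after 30 min at room temperature.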
# HCMV antiviral: inhibitors of human cytomegalovirus; HFF cells, HCMV-luciferase reporter, 72 h; active compounds read low; activity change, negative = inhibition, % at 57.5 µM; hit rate 4.5% among 410,000; AID 1259415; in the data active = activity change below about -60%; inconclusive = no clear call, values can overlap the other calls; inactive = above about -39%
#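 Inhibition of viral replication was scored as loss of reporter luminescence in HFFs infected with HCMV-luciferase (MOI 1 PFU/cell) for 72 h; compounds tested at 2 doses, normalized to buffer and Salinomycin controls.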
# LmPK inh: inhibitors of Leishmania mexicana pyruvate kinase. purified LmPK, Kinase-Glo ATP luminescence, 1 h. hit rate 0.37% among 290,000. Potency, µM (highest dose often 57.5 µM), without a hit: at the top dose activity change, negative = inhibition, usual class: inhibitors. AID 1721; also: potency is read from the fitted curve at half-maximal effect
# Target sequence (Q27686 whole entry, looked up): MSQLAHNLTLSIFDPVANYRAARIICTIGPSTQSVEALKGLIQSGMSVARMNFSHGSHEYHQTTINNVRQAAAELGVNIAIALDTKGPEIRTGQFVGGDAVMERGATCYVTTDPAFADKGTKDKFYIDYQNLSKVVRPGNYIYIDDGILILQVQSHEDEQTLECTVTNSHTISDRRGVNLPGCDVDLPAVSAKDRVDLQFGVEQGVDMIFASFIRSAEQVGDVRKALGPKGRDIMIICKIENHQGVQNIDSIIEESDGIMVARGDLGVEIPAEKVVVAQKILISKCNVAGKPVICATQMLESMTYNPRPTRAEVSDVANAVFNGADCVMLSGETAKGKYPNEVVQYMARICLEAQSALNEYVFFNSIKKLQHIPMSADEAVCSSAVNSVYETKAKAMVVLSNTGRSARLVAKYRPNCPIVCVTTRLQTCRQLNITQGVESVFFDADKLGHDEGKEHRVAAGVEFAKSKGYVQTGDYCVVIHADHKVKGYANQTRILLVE
#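 0.1 nM LmPK, 0.5 mM PEP, 0.1 mM ADP; 50 mM imidazole pH 7.2, 7 mM MgCl2, 50 mM KCl; 1 h RT. Kinase-Glo luminescence readout, normalized to no-enzyme (full inhibition) and uninhibited wells.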
# AmpC inh no detg: blocks E. coli AmpC beta-lactamase in detergent-free assay. P00811. AmpC nitrocefin hydrolysis, absorbance 480 nm, 0.0001% Triton. Potency, µM (series often up to 57.1 µM), for inactives: at the highest dose activity change, negative = inhibition, hits mostly inhibitors. hit rate 0.52% among 330,000;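 also: potency is read from the fitted curve at half-maximal effect; plate controls were no compound for no effect and no enzyme for full effect; nearly all actives have a fitted effect of over 20% in size; some results filed as inactive show a strong effect at the top dose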
# Target sequence (P00811 whole entry, looked up): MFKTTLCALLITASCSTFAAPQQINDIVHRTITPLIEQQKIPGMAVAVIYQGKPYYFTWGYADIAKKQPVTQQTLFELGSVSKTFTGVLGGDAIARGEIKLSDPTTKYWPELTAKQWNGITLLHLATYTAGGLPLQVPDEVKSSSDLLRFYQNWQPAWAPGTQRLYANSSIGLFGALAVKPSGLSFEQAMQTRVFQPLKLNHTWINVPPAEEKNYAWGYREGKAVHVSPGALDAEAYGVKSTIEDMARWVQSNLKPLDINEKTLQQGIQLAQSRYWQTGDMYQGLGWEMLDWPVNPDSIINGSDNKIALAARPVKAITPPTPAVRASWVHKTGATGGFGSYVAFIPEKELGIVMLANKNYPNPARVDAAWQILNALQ
#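 AmpC (5.3 nM in the dispensed reagent) in 20 mM phosphate pH 7.0 with 0.01% (detergent screen) or 0.0001% Triton X-100 was preincubated with compounds for 15 min at room temperature. Nitrocefin was then added from an 800 uM solution, and hydrolysis was followed at 480 nm.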
# AmpC detergent: blocks E. coli AmpC beta-lactamase in detergent assay | P00811 | AmpC hydrolysis of nitrocefin, absorbance 480 nm, 0.01% Triton | Potency, µM (titrated, usually from 114 µM), without a hit: at the highest dose activity change, negative = inhibition, actives largely listed as inhibitors | hit rate 0.041% among 370,000 | AID 485294;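 also: potency is read from the fitted curve at half-maximal effect; 0% = no-compound wells and -100% = no-enzyme wells; nearly all actives have a fitted effect of over 25% in size; some results filed as inactive show a strong effect at the top dose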
#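 AmpC (5.3 nM in the dispensed reagent) in 20 mM phosphate pH 7.0 with 0.01% (detergent screen) or 0.0001% Triton X-100 was preincubated with compounds for 15 min at room temperature. Nitrocefin was then added from an 800 uM solution, and hydrolysis was followed at 480 nm.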
# Sm TGR inh: S. mansoni TGR enzyme inhibition; Q962Y6; purified TGR, DTNB reduction, TNB absorbance 405 nm; Potency, µM (titrated, usually from 114 µM), inactives show top-dose activity change, negative = inhibition, hits mostly inhibitors; hit rate 3% among 360,000; AID 485364; also: potency is read from the fitted curve at half-maximal effect; nearly all actives have a fitted effect of over 60% in size
#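 TGR 20 nM + NADPH 100 uM (dispensed conc.), cpd preinc 15 min RT; start with NADPH (500 uM addition) then DTNB (15 mM addition). Kinetic TNB absorbance, 405 nm filter. Four-parameter Hill fit across titration.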
# Tb PYK inh: T. brucei pyruvate kinase inhibition; TbPYK enzyme, Kinase-Glo Plus ATP luminescence, 45 min; hit rate 0.12% among 410,000; Potency, µM (highest dose often 76.8 µM), inactives show top-dose activity, negative = inhibition, most hits filed as inhibitors; also: potency is read from the fitted curve at half-maximal effect; nearly all actives have a fitted effect of over 50% in size
#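 ADP (130 uM final) triggers the TbPYK reaction after compound addition; incubation is 45 min at room temperature. Kinase-Glo Plus is then added and luminescence imaged. Normalized data are fitted to concentration-effect curves.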
# Starred values were filed as active, the others as inactive; ? = inconclusive; . = no result given; [ ] = dose if it differs, or a comment. Unless noted, calls follow the shape of the dose curve; as a rule, active = well fitted curve in the direction sought with a large enough effect; inconclusive = small, poorly fitted or top-dose-only effect, or another doubt; inactive = no such curve, though single readings can be large; an effect the other way counts as inactive or inconclusive. Unless noted, % is scaled to controls: 0 for no effect and ±100 for the full control effect.
# Below each SMILES – AMA1 RON2 block | HCMV antiviral | LmPK inh | AmpC inh no detg | AmpC detergent | Sm TGR inh | Tb PYK inh
1) CCN1C(=O)C2(C(C(=O)c3cc4ccccc4o3)=C(O)C(=O)N2CCCN2CCOCC2)c2ccccc21 (stereo not given)
  -4% | 9 | 5% | -19% | 2% | -2% | -3%
2) COc1ccc(Cl)cc1NC(=O)CCc1ccccc1
  14% | ? | 8% | -14% | 6% | 9% | 0%
3) O=C(CCCc1ccccc1)NCCN1CCOCC1
  10% | -100* | -1% | -16% | -15% | -24% | 3%
4) Cn1nc(CC(=O)NCc2ccc(F)cc2)c2ccccc2c1=O
  -3% | ? | 6% | -17% | ? | 4% | 0%
5) Cc1ccc(NC(=O)C2CCC(CNC(=O)[C@@H]3Cc4ccccc4CN3)CC2)cc1 (stereo not given in full)
  6% | ? | -3% | 49% | 1% | -6% | 4%
6) O=C(COc1ccc(Br)cc1Cl)N1CCN(c2ncccn2)CC1
  -11% | -24 | . | 38% | -7% | 0% | -4%
7) Cc1cc(C)nc(NS(=O)(=O)c2ccc(NC(=O)c3ccc4c(c3)OCO4)cc2)n1
  -6% | 5 | 1% | -18% | 0% | 4% | 4%
8) Cc1ccc(CCNC(=O)c2ccc(NC(=O)N3CC(C)Sc4ccccc43)cc2)cc1 (stereo not given)
  . | -15 | . | . | 4% | -2% | 0%
9) C=CCn1c(SCC(=O)c2cccs2)nc2sc(CC)cc2c1=O
  -12% | ? | 12% | -30% | -5% | -27%[11.4 µM] | .
10) CC(=O)c1ccc(NC(=O)c2cccc(N3C(=O)c4ccccc4C3=O)c2)cc1
  -24% | . | 0% | -5% | -9% | -30% | 4%
11) CC(C)(Oc1ccc(Br)cc1Cl)C(=O)Nc1ccon1
  -3% | -21 | 2% | 3% | 4% | 0% | -6%
12) Oc1ccc2ccccc2c1C=Nc1ccc(N2CCOCC2)cc1
  -4% | -17 | -6% | 159%[activator] | -2% | -8% | -5%
13) Cc1ccc(C2CC(c3cccs3)=NN2C(=O)CSc2nc(=O)n3cc(C)ccc3n2)cc1 (stereo not given)
  -7% | -32 | . | 82%[activator] | 11% | 4% | -3%
14) Cc1nc(-c2ccc(Cl)cc2)sc1CCNC(=O)Cc1ccc(F)cc1
  . | -31 | . | . | -10% | -9% | -2%
15) O=C(COC(=O)C1CCN(/C=C/C(=O)C(F)(F)F)CC1)Nc1ccccc1
  -4% | -37 | 5% | -9% | 1% | -25% | -3%
16) COc1ccc(-c2cc(=O)[nH]c(N3CCN(Cc4ccccc4)CC3)n2)cc1
  -4% | 7 | 5% | -13% | -10% | -19% | 0%
17) O=C(NCc1ccccc1)c1cnsn1
  38%[activator] | -3 | 0% | -8% | 4% | 1% | -1%
18) c1ccc(Nc2nc(N3CCNCC3)nc(N3CCOCC3)n2)cc1
  -21% | 126 | 2% | 2% | 7% | -22% | -2%
19) O=c1[nH]c2cc([N+](=O)[O-])c([N+](=O)[O-])cc2[nH]c1=O
  -1% | -14 | 1% | -5% | 5% | . | -5%
20) N#C/C(=C(/O)c1ccc(Cl)c([N+](=O)[O-])c1)c1nc2ccccc2[nH]1
  83%[activator] | ? | -1% | -35% | -9% | -9% | 5%

# The results go on:
# Below each SMILES – AMA1 RON2 block | HCMV antiviral | LmPK inh | AmpC inh no detg | AmpC detergent | Sm TGR inh | Tb PYK inh
21) Cc1cc(C)c(S(=O)(=O)N2Cc3ccccc3-n3nncc3C2)c(C)c1
  9% | ? | . | . | . | . | 2%
22) COc1cc(C2c3cc4c(cc3CC3COC(=O)C32)OCO4)cc(OC)c1O (stereo not given)
  -19% | -90* | . | . | . | . | -4%
23) COc1ccc(C=C2CCC3C(CCCC34OCCO4)C2=O)cc1 (stereo not given)
  -3% | -34 | . | . | . | . | -6%
24) O=C(/C=C/c1cccc(C(F)(F)F)c1)OCC(=O)N1CCN(c2ccccc2)CC1
  -1% | 13 | . | 5% | . | . | 2%
25) O=C(COC(=O)/C=C/c1cccs1)Nc1cccc(S(=O)(=O)N2CCCC2)c1
  -21% | 11 | 4% | -11% | 3% | -3% | 8%
26) COc1ccc(N2CCN(C(=O)CN(C)S(=O)(=O)c3cc(C)ccc3OC)CC2)cc1
  6% | 3 | 7% | 174%[activator] | 7% | . | -5%
27) CCN(Cc1ccccc1)C(=O)Cc1ccc(OC)c(S(=O)(=O)N2CCOCC2)c1
  17% | -14 | . | 25% | -4% | -3% | 1%
28) OCC[C@@H]1C[C@@H](O)[C@H](O)[C@@]2(Cc3ccccc3CO2)O1
  4% | -19 | -1% | -14% | ? | -26% | 5%
29) c1ccc(CCCN2CCN(c3ccccn3)CC2)cc1
  -17% | -15 | -11% | -13% | -16% | -1% | 7%
30) N#C/C(=C/c1ccc(-c2ccccc2[N+](=O)[O-])o1)C(N)=O
  6% | -12 | 3% | -18% | 4% | ? | -2%
31) COc1ccc(/C=N/NC(=O)CSc2nnc(C)n2-c2ccccc2)c(OC)c1OC
  3% | 28 | 0% | 34% | -10% | 10% | 14%
32) CCCCn1c(O)c(C(C)=Nc2ccc(C(=O)O)cc2)c(=O)[nH]c1=O
  -9% | -11 | -2% | -23% | -12% | -32% | -1%
33) CCc1oc2ccccc2c1C(=O)CCN1CCCCC1
  8% | -35 | 2% | -15% | ? | 7.9µM* | -12%
34) COC(=O)c1cc(C)[nH]c2c(C)cc3nc4ccccc4c3c12
  50%[activator] | 31 | 4% | -38% | -3% | -16% | -4%
35) CC(/C=N/Nc1nnc(C)c(=O)[nH]1)=C\c1ccccc1
  1% | -7 | 4% | -12% | -4% | 5% | -8%
36) COc1ccccc1C=CC(=O)C=Cc1ccccc1OC
  -26% | -100* | . | . | . | . | 0%
37) CCOc1ccc(NC(=O)CN(C)C(=O)c2sccc2-c2ccccc2)cc1OCC
  -8% | -21 | . | 6% | ? | -10% | -13%
38) CCOC(=O)C1CCN(C(=O)c2ccc(NS(=O)(=O)c3ccc4[nH]c(=O)[nH]c4c3)cc2)CC1
  -4% | 92 | . | . | . | . | 6%
39) O=C(CCc1c[nH]c2ccccc12)NC(Cc1ccccc1)C(=O)O (stereo not given)
  2% | 3 | -5% | -17% | -2% | 19% | -1%
40) Cc1ccc(-c2nc(C#N)c(NCCCn3ccnc3)o2)cc1
  -20% | 60 | -8% | -9% | 4% | -9%[57.1 µM] | 1%

# (listing goes on)
No.	Compound	AMA1 RON2 block	HCMV antiviral	LmPK inh	AmpC inh no detg	AmpC detergent	Sm TGR inh	Tb PYK inh
41	C[C@@H]1CN([C@@H](C)CO)C(=O)c2cc(Br)cnc2O[C@H]1CN(C)S(=O)(=O)c1ccccc1	4%	52	.	.	.	.	-4%
42	COc1cc2c(cc1OC)CN(c1ccc([N+](=O)[O-])cc1C#N)CC2	-23%	?	6%	-14%	-16%	4%	-4%
43	COc1ccc(C2NN=C(c3ccc(C)cc3)S2)cc1OC (stereo not given)	-2%	42	3%	0%	2%	-11%	-9%
44	Cc1nc2ccccc2n1CC(=O)NC1CCCC1	4%	-4	-4%	-15%	-6%	3%	5%
45	COc1cccc(Oc2nc3c(c(=O)n(Cc4ccccc4F)c(=O)n3C)n2C)c1	.	11	.	.	23%	7%	-3%
46	COc1cc(C)cc2c1OC(c1ccccc1)CC2=O (stereo not given)	6%	-29	.	.	.	.	2%
47	Cc1ccc(S(=O)(=O)CC(=O)Nc2nnc(C(C)C)s2)cc1	3%	17	2%	-16%	7%	-1%	-3%
48	CCc1ccc(/C=C2\SC(N3CCOCC3)=NC2=O)cc1	-10%	-29	3%	12%	2%	-7%	-13%
49	Cc1ccc(S(=O)(=O)N(CC(=O)NN=C2CCN(C)CC2)c2ccc(F)cc2)cc1	84%[activator]	-30	-2%[11.5 µM]	-31%	-6%	0%	0%
50	COc1ccc2c(c1)c1nc3ccccc3nc1n2CCCN1C(=O)c2ccccc2C1=O	-3%	35	0%	-8%	-15%	9%	-3%

# A draw from above in order of length of the SMILES, descending.
No.	Compound	AMA1 RON2 block	HCMV antiviral	LmPK inh	AmpC inh no detg	AmpC detergent	Sm TGR inh	Tb PYK inh
41	C[C@@H]1CN([C@@H](C)CO)C(=O)c2cc(Br)cnc2O[C@H]1CN(C)S(=O)(=O)c1ccccc1	4%	52	.	.	.	.	-4%
45	COc1cccc(Oc2nc3c(c(=O)n(Cc4ccccc4F)c(=O)n3C)n2C)c1	.	11	.	.	23%	7%	-3%
47	Cc1ccc(S(=O)(=O)CC(=O)Nc2nnc(C(C)C)s2)cc1	3%	17	2%	-16%	7%	-1%	-3%
44	Cc1nc2ccccc2n1CC(=O)NC1CCCC1	4%	-4	-4%	-15%	-6%	3%	5%

# One compound at a time (already shown).
# `Cc1ccc(S(=O)(=O)N(CC(=O)NN=C2CCN(C)CC2)c2ccc(F)cc2)cc1` in the list: AMA1 RON2 block = 84%[activator]; HCMV antiviral = -30; LmPK inh = -2%[11.5 µM]; AmpC inh no detg = -31%; AmpC detergent = -6%; Sm TGR inh = 0%; Tb PYK inh = 0%
# `COc1cccc(Oc2nc3c(c(=O)n(Cc4ccccc4F)c(=O)n3C)n2C)c1` in the list: AMA1 RON2 block = .; HCMV antiviral = 11; LmPK inh = .; AmpC inh no detg = .; AmpC detergent = 23%; Sm TGR inh = 7%; Tb PYK inh = -3%

# Continuation.
No.	Compound	AMA1 RON2 block	HCMV antiviral	LmPK inh	AmpC inh no detg	AmpC detergent	Sm TGR inh	Tb PYK inh
51	Cc1ccc(C(=O)NCC(=O)N2CCCC(C(F)(F)F)C2)s1 (stereo not given)	-3%	-32	.	-7%	?	-6%	-6%
52	CCOC(=O)C1(Cc2ccccc2)CCN(Cc2nccn2CC)CC1	0%	?	6%	26%	5%	9%	3%
53	O=C(NNC(=O)C1CC(=O)N(Cc2ccccc2)C1)c1ccc(F)cc1 (stereo not given)	35%[activator]	-24	.	-14%	-6%	-14%	-7%
54	CCc1n[nH]c2c1C(=O)CC(C)(C)C2	-9%	8	-1%	-7%	2%	9%	-7%
55	Cc1ccc(S(=O)(=O)N2CCN(C(=O)CCCOc3cccc(C)c3)CC2)cc1	-2%	17	.	2%	-5%	1%	2%
56	CCn1cc(S(=O)(=O)NC2CCCCC2)cn1	-5%	-60*	-13%	-29%	6%	?	0%
57	O=C1C=C(O)CC(c2cccs2)C1 (stereo not given)	-4%	-18	0%	-60%	0%	1%	-9%
58	CCNC(=O)C1CCCN(C(=O)c2ccc(OC)c(OC)c2)CC1 (stereo not given)	4%	1	.	.	.	.	-7%
